NPC1 prom act: qHTS Assay for NPC1 Promoter Activators | Huh7 NPC1 promoter luciferase reporter, 24 h | Potency, µM (titrated, usually from 9.22 µM), without a hit: at the top dose activation, hits mostly activators | 320,000 compounds, 2.4% hits | AID 485313, 2010;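 note: % of control where 0% means no effect; nearly all actives have a fitted effect of over 60% in size; reporter is driven by a mutant NPC1 promoter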
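Quantitative HTS used a cell-based reporter: Huh7 cells stably bearing the NPC1 promoter upstream of luciferase were treated with compounds for 24 h, and promoter activation was read as luminescence.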
ELG1 genotox: qHTS screen for small molecules that induce genotoxicity in human embryonic kidney (HEK293T) cells expressing luciferase-tagged ELG1; HEK293T ELG1-luciferase reporter, luminescence, 16 h; Potency, µM (highest dose often 46 µM), inactives show top-dose activity change, positive = activation, most hits filed as activators; 330,000 compounds, 1.3% hits; AID 504466, 2011; note: % of control where 0% means no effect; nearly all actives have a fitted effect of over 60% in size
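HEK293T cells expressing luciferase-tagged ELG1 were exposed to compound or DMSO vehicle for 16 hr at 37 °C and 5% CO2. Luciferase activity was then measured with ONE-Glo after 30 min at room temperature.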
BRCA1 expr act: qHTS Assay to Identify Small Molecule Activators of BRCA1 Expression. MCF7-BRCA1-FFLuc reporter, luminescence, 48 h; response scale: scaled: vehicle 0%, 10 µM genistein 100%. Potency, µM (series often up to 46.1 µM), for the others: at the highest dose activation, hits mostly activators. 380,000 compounds, 1.1% hits. AID 624202, 2012; note: nearly all actives have a fitted effect of over 80% in size; some results filed as inactive show a strong effect at the top dose
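Activators of BRCA1 expression were detected as increased firefly luciferase luminescence in engineered MCF7 cells after 48 h compound incubation. Signals were scaled to genistein 10 microM as full activation.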
Gal4-VP16 FLuc: VP16 counterscreen qHTS for inhibitors of ROR gamma transcriptional activity. Drosophila S2 Gal4-VP16 UAS-luciferase, luminescence, 20 h. Potency, µM (series often up to 53.6 µM), inactives show top-dose activity, negative = inhibition, usual class: inhibitors. 310,000 compounds, 3.5% hits. AID 2546, 2010;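 note: Gal4-VP16 expression switched on by copper sulfate through the metallothionein promoter; % is set by controls: 0 for no effect and ±100 for the full control effect; nearly all actives have a fitted effect of over 50% in size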
Rab9 promoter act: qHTS Assay for Rab9 Promoter Activators | Huh7 Rab9 promoter-luciferase reporter, luminescence, 24 h | Potency, µM (highest dose often 9.22 µM), inactives show at the highest dose activation, negative = inhibition, actives largely listed as activators | 320,000 compounds, 2.8% hits; note: % of control where 0% means no effect; nearly all actives have a fitted effect of over 60% in size
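Quantitative HTS format; Huh7 Rab9-luciferase reporter cells (1500/well) receive compound 2 h post-plating, incubate 24 h at 37 °C, then get luciferase reagent for 10 min before luminescence reading.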
uPA generation: qHTS for Inhibitors of Cell Surface uPA Generation | cell surface uPA generation assay, qHTS | Potency, µM (series often up to 38.3 µM), without a hit: top-dose activity change, negative = inhibition, hits mostly inhibitors | 330,000 compounds, 0.31% hits | AID 540303, 2011; active = well fitted inhibition curve with a large enough effect; inconclusive = small, poorly fitted or top-dose-only effect; inactive = no such curve, though single readings can be large or run the other way; tested in mouse RAW 264.7 cells; note: % is set by controls: 0 for no effect and ±100 for the full control effect; nearly all actives have a fitted effect of over 55% in size
FLuc modulator: qHTS profiling assay for firefly luciferase inhibitor/activator using purifed enzyme and Km concentrations of substrates (counterscreen for miR-21 project); Luciferin 4-monooxygenase (Photinus pyralis), P08659; purified FLuc, Km substrates, luminescence inhibition; Potency, µM (doses to about 57.5 µM), for the others: at the highest dose activity change, negative = inhibition, hits mostly inhibitors; 360,000 compounds, 6.9% hits; AID 588342, 2011;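 note: plate controls were vehicle for no effect and reference inhibitor for full effect; nearly all actives have a fitted effect of over 55% in size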
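Purified P. pyralis luciferase (10nM final) with 10uM D-luciferin and 10uM ATP (Km levels) in 50mM Tris acetate pH 7.5, 10mM Mg acetate, 0.01% Tween-20, 0.05% BSA; qHTS 6-point titration, ~60 µM downward; luminescence read.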
RORg inh: qHTS for inhibitors of ROR gamma transcriptional activity. Nuclear receptor ROR-gamma (Mus musculus), P51450. Drosophila S2 Gal4-RORgamma UAS-luciferase reporter, 20 h. Potency, µM (highest dose often 53.6 µM), for inactives: top-dose activity change, negative = inhibition, usual class: inhibitors. 310,000 compounds, 5.4% hits. AID 2551, 2010; note: % is set by controls: 0 for no effect and ±100 for the full control effect; nearly all actives have a fitted effect of over 60% in size
Target sequence (P51450 whole entry, looked up, the tested form may be a part): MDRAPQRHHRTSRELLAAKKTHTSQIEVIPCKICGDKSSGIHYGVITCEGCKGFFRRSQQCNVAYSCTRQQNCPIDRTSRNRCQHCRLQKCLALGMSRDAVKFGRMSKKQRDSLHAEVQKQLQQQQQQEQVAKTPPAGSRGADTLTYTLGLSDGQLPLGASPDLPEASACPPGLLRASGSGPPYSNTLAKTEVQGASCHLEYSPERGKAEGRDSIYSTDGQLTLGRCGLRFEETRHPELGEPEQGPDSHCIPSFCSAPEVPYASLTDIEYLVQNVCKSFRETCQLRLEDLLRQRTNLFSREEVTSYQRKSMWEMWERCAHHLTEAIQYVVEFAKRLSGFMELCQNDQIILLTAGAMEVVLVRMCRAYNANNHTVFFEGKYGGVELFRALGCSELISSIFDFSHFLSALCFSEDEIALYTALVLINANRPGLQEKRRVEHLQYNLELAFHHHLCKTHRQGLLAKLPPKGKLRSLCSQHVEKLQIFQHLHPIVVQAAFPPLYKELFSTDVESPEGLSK
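Using a luciferase readout, inhibitors were identified by reduced reporter activity in Drosophila cells coexpressing a copper-inducible Gal4–ROR gamma fusion and UAS-driven Photinus luciferase, incubated 20 hr after 700 uM copper sulfate.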
MLL CXXC-DNA inh: qHTS Fluorescence Polarization Assay for Inhibitors of MLL CXXC domain - DNA interaction; Histone-lysine N-methyltransferase 2A (Homo sapiens), Q03164; MLL-CXXC / FITC-HOXA9 DNA fluorescence polarization; Potency, µM (top dose mostly 115 µM), for the others: at the highest dose activity change, negative = inhibition, most hits filed as inhibitors; 290,000 compounds, 0.037% hits; AID 2662, 2010; active = well fitted inhibition curve with a large enough effect in the polarisation, with a control signal flat, not every such curve was filed as active; inconclusive = small, poorly fitted or top-dose-only effect, or effect the other way, or a change in a side signal; inactive = no such curve, though single readings can be large or run the other way; the % refers to the polarisation
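Fluorescence polarization: 7 uM MLL-CXXC (stock) preincubated 5 min with compounds, then 50 nM fluorescein-HOX-A9 DNA (stock) added; 30 min ambient. Buffer 50 mM Tris-HCl pH 7.5, 50 mM NaCl, 1 mM DTT, 0.05% BSA.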
MBNL1-CUG inh: qHTS Assay for Inhibitors of MBNL1-poly(CUG) RNA binding. Potency, µM (titrated, usually from 57.5 µM), inactives show top-dose activity change, negative = inhibition, most hits filed as inhibitors. AID 2675, 2010. 280,000 compounds, 0.036% hits. Muscleblind-like protein 1 (Homo sapiens), Q9NR56. TR-FRET MBNL1-His/biotin-(CUG)12 binding, 665/545 ratio; active = well fitted inhibition curve with a large enough effect in the signal ratio, with a control signal flat, not every such curve was filed as active; inconclusive = small, poorly fitted or top-dose-only effect, or effect the other way, or a change in a side signal; inactive = no such curve, though single readings can be large or run the other way; the % refers to the signal ratio; note: % is set by controls: 0 for no effect and ±100 for the full control effect
Target sequence (Q9NR56 whole entry, looked up): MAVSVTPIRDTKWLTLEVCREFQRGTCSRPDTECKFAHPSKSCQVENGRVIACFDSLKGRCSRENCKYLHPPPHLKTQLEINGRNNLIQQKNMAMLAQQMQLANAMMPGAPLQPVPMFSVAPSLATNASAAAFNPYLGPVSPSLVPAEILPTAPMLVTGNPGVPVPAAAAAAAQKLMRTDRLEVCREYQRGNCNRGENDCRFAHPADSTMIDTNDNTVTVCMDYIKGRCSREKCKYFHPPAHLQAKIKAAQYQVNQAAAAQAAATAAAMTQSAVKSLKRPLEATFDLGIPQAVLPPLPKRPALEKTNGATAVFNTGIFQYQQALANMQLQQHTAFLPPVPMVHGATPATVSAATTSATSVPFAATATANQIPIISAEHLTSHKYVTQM
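Inhibition of protein-RNA binding appears as loss of TR-FRET between terbium anti-His antibody on MBNL1-His and streptavidin-XL665 on biotin-(CUG)12. Activity is normalized to buffer-only and uninhibited-complex controls.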
p53 reactivator: qHTS assay for re-activators of p53 using a Luc reporter | 320,000 compounds, 0.063% hits | Potency, µM (highest dose often 92.2 µM), for the others: at the highest dose activity change, positive = activation, most hits filed as activators | H1299 p53-A138V BP100-luciferase reporter, luminescence, 24 h; note: % of control where 0% means no effect; nearly all actives have a fitted effect of over 45% in size
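p53-null H1299 cells stably carrying temperature-sensitive p53-A138V and a BP100-luciferase reporter were pinned with compounds (4-point, 1:5 series) and held 24 hrs at 37 deg C. Luminescence was read 10 min after detection reagent.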
An asterisk follows results filed as active; ? = inconclusive; / = not tested or not shown; [ ] = remark or other dose. Unless noted, calls come from the whole dose curve; as a rule, active = well fitted curve in the direction sought with a large enough effect; inconclusive = small, poorly fitted or top-dose-only effect, or another doubt; inactive = no such curve, though single readings can be large; an effect the other way counts as inactive or inconclusive. Potency is the fitted concentration of half-maximal effect. These rows are one share of the data; rates above refer to the full screens.

SMILES	NPC1 prom act	ELG1 genotox	BRCA1 expr act	Gal4-VP16 FLuc	Rab9 promoter act	uPA generation	FLuc modulator	RORg inh	MLL CXXC-DNA inh	MBNL1-CUG inh	p53 reactivator
O=c1[nH]c(=O)n(CCC2=CCCCC2)c(O)c1/C=N/Nc1cccc2ccccc12	14%	-7%	-42%	?	-4%	1%	-3%	-38%	9%	12%	20%
C/C(Cl)=C/CC1(CN2CCCC2=O)C(=O)NC(=O)NC1=O	2%	0%	-10%	-4%	-1%	-5%	-2%	22%	0%	-3%	-6%
Cc1ccnc(NS(=O)(=O)c2ccc(N=Cc3c(O)n(C)c(=O)n(C)c3=O)cc2)n1	-2%	3%	19%	7%	-1%	-1%	-15%	-2%	89%[activator]	8%	1%
COc1ccc(C=C2C(=O)N(C)C(=O)N(C)C2=O)cc1CSc1ccccn1	-1%	5%	-26%	9%	-10%	3%	-19%	-4%	?	-1%	-7%
CCCCCCn1c(=O)c(C(=O)Nc2cnccn2)c(O)c2ccccc21	-28%	-6%	-36%	-17%	-38%[inhibitor]	-9%	-1%	0%	-2%	6%	1%
Cc1ccc(-n2c(C)cc(/C=C3\C(=O)NC(=O)N(C)C3=O)c2C)cc1C	-1%	1%	-10%	-12%	-1%	2%	?	?	-26%	/	-7%
CCN(CC)P(=O)(NC(=O)c1cccn1C)N(CC)CC	-4%	-1%	2%	2%	2%	2%	9%	-19%	-4%	-22%	-2%
Clc1ccc(CNCCc2ccc3c(c2)OCO3)cc1	1%	-6%	-15%	2%	-3%	3%	1%	-19%	?	-3%	-6%
Cc1ccc2c(c1)=NC(=O)/C(=C/c1c(O)[nH]c(=O)[nH]c1=O)C=2	-1%	2%	-27%	-10%	-4%	-3%	-4%	-6%	-29%	?	-1%
CNC(=O)OCc1n(C)cc[n+]1C	-1%	0%	13%	-2%	-1%	3%	6%	4%	2%	4%[11.5 µM]	6%
O=C1c2ccccc2C(=O)c2c1ccc1c(=O)n(-c3ccccc3)[nH]c21	7%	-4%	67%	?	25%	1%	?	?	12%	?	8%
Cn1c(O)c(C(c2ccccn2)c2c(O)n(C)c(=S)[nH]c2=O)c(=O)[nH]c1=S	2%	-1%	-16%	0%	0%	3%	3%	-1%	-8%	3%	8%
O=C(O)CP(=O)(O)c1ccc(Cl)cc1	-3%	3%	-2%	-1%	-1%	4%	-2%	-25%	5%	-6%	12%
COc1cc(CNCCc2ccc3c(c2)OCO3)cc(OC)c1OC	-2%	-7%	-11%	-4%	-4%	-1%	4%	-5%	-8%	-5%	-2%
CC(=O)n1cc(C=C2C(=O)NC(=O)NC2=O)c2ccccc21	-3%	1%[9.26 µM]	-23%	-12%	1%	4%	15µM*	-19%	-6%	2%	0%
OC1/C(=C/c2ccccc2C(F)(F)F)N2CCC1CC2 (configuration not stated)	-1%	1%	2%	-11%	2%	1%	1%	18%	3%	0%	0%
Cc1cccc(-n2c(-c3ccc([N+](=O)[O-])cc3)nc3ccccc3c2=O)c1	-5%	0%	-17%	10%	-1%	-5%	3%	-1%	2%	10%	0%
Cc1ccc(C(=O)C2CN(C)CC2C(=O)c2ccc(C)cc2)cc1 (configuration not stated)	3%	3%	39%	-4%	0%	-1%	-2%	-7%	7%	5%	8%
Cc1ccc(S(=O)(=O)N(CC(=O)N/N=C\c2cccs2)c2cccc3cccnc23)cc1	-1%	5%	1%	?	-3%	-3%	-1%	20%	8%	-5%	-6%
CN(N=O)c1cc(O)ccc1O	-12%[46.1 µM]	/	-30%	/	-18%[46.1 µM]	/	/	/	-6%	?	/
O=c1[nH]c2c(c(=O)n1C1CCCCC1)CCC2	-7%	1%	-22%	/	-1%	14%	0%	17%[0.365 µM]	-6%	2%	-14%
CCOC(=O)C1C(=O)N(C)C2(C)CC1c1cc(OC)ccc1O2 (configuration not stated)	0%	-3%	9%	-7%	2%	-1%	-1%	-15%	-5%	5%	-4%
C=Cn1ccnc1P(=S)(c1ccc(Cl)cc1)c1nccn1C=C	0%	-5%	14%	3%	2%	-3%	-3%	-14%	3%	6%	-6%
CCCOC(=O)c1c(N)n(Cc2cccs2)c2nc3ccccc3nc12	-3%	-12%	-53%	9%	1%	4%	4%	?	12%	9%	-6%
CC(=O)c1ccc(OC(C)C)c(Cc2c(O)[nH]c(=S)[nH]c2=O)c1	2%	2%	-9%	-3%	-7%	22%	-8%	9%	3%	0%	-1%

(listing goes on)
SMILES	NPC1 prom act	ELG1 genotox	BRCA1 expr act	Gal4-VP16 FLuc	Rab9 promoter act	uPA generation	FLuc modulator	RORg inh	MLL CXXC-DNA inh	MBNL1-CUG inh	p53 reactivator
CCCOC1CCCN(C(=O)CCc2nnc(Cc3cccc(C)c3)o2)C1 (configuration not stated)	?	?	91%	25%	2.8µM*	2%	21µM*	20%	2%	-6%	16%
CC(C)(C)C(=O)OC[N+](C)(C)CCOC(=O)C(O)(c1ccccc1)C1CCCC1 (configuration not stated)	2%	0%	-1%	0%	-11%	3%	-1%	-29%	-9%	10%	0%
CN1CCN(C(=O)C(=O)c2cn(CC(=O)N3CCCC3)c3ccccc23)CC1	-2%	2%	-14%	-3%	1%	-7%	4%	0%	?	-1%	-5%
CC(C)[C@@]1(NC(=O)[C@@H]2C=C3c4cccc5[nH]cc(c45)C[C@H]3N(C)C2)O[C@@]2(O)[C@@H]3CCCN3C(=O)[C@H](Cc3ccccc3)N2C1=O	-3%	2%	/	-7%	-1%	/	-8%	28%	6%	?	-6%
CCCCn1c(O)c(C(C)=Nc2ccc(C(=O)O)cc2)c(=O)[nH]c1=O	0%	1%	17%	2%	3%	2%	2%	-23%	-4%	0%	-1%
Cc1ccc2c(c1)C1CN(C)CCC1N2C(=O)c1cccnc1Cl (configuration not stated)	-2%	3%	-2%	-5%	-2%	-1%	-5%	0%	-3%	-7%	0%
CCCNC(=O)N1[C@H]2CC[C@@H]1C(C(=O)OC)=C(c1c(C)noc1C)C2	0%	4%	-3%	/	-2%	-2%	5%	/	/	/	13%
Cc1ccc(O)c(C(=O)c2cc(C(=O)NCCC(C)C)c(=O)n(CCC(C)C)c2)c1	-3%	-8%	-65%	-11%[10 µM]	-8%	-10%	-3%	14%	1%	-2%	0%
COc1cc(CNCCc2c[nH]c3ccccc23)cc(OC)c1	1%	-14%	-48%	-3%	0%	0%	0%	40%	16%	2%	-5%
C[C@]12CCC(=O)C=C1CCC1C2CC[C@@]2(C)C1CC[C@@]2(O)CC#N (some centres not stated)	3%	-3%	-1%	-16%	0%	-16%	4%	1%	-2%	-8%	-4%
O=C(Nc1ccc(F)c([N+](=O)[O-])c1)N1C[C@H]2C[C@@H](C1)c1cccc(=O)n1C2	-8%	0%	2%	4%	-2%	4%	1%	-7%	3%	?	-1%
O=C(CN1CC=C(c2ccccc2)CC1)Nc1cc(Cl)ccc1Cl	0%	1%	-28%	1%	-1%	1%	-2%	-28%	5%	/	-3%
O=c1[nH]c(=O)n(-c2ccc(F)cc2)c(O)c1C=NCCN1CCCCC1	0%	-4%	-3%	-3%	-8%	3%	-1%	-1%	-6%	-4%	2%
C/C(=N\Nc1ccccc1)c1c(O)n(Cc2ccccc2)c(=O)[nH]c1=O	0%	-5%	-42%	-11%	1%	-1%	-5%	11%	2%	-3%	-20%
CCCCc1nc(N2CCNCC2)c(C#N)c2c1CSC(C)(C)C2	2%	-3%	-9%	25%	0%	0%	-2%	?	10%	-1%	-2%
Cc1cc(OCC(=O)N[C@H](C(=O)O)c2ccccc2)c2c3c(c(=O)oc2c1)CCC3	-4%	-1%	6%	9%	-4%	1%	2%	3%	-1%	-3%	9%
O=c1cc(CN2CCNCC2)nc2sccn12	-1%	2%	-3%	0%	-2%[1.84 µM]	8%	-1%	0%	-17%	-3%	-4%
COc1ccc(-n2c(O)c(/C=C3\C=Nc4ccccc43)c(=O)[nH]c2=O)cc1	8%	-1%	-5%	-1%	6%	3%	2%	-38%	?	-2%	8%
CN(CCc1nnc(N)s1)[N+](=O)[O-]	-1%	0%	17%	-9%	2%	4%	-1%	-30%	7%	-6%	6%
